High-throughput results from PubChem BioAssay.
SR-BI HDL uptake – blocks mouse SR-BI lipid uptake from DiI-HDL; ldlA[mSR-BI] CHO cells, DiI-HDL uptake fluorescence, 3 h; inhibition, % at 12.5 µM; hit rate 0.96% among 320,000; Q61009;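 active = mean replicate inhibition of at least 70% and a set share of replicates each scoring 70 or more; inconclusive = meets just one of the two criteria; inactive = fails both criteria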;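 also: 0% = median of neutral control wells and 100% = median of positive control wells; values of inactives mirror those of a sister screen read the other way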
Arrestin-AP2 inh – human beta-arrestin and AP2 interaction inhibition; inhibition, % at 10 µM; AID 504490; FITC-arrestin peptide / GST-AP2 beads, flow cytometry; AP2 beta2 appendage carries R879A mutation; hit rate 0.31% among 340,000;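 active = inhibition above a set limit, near 3 SD of compounds lacking own fluorescence, cut at about 54% in these data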;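 also: plate controls were DMSO wells for no effect and 5 µM unlabelled arrestin peptide for full effect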
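System: GST-tagged AP2 beta2-adaptin appendage (R879A) on 4 µm glutathione beads / Reagent: FITC-arrestin peptide, 50 nM / Detection: HyperCyt-sampled flow cytometry, FL1 channel, ex 488/em 535 nm / Timing: 12 min plus 1 h, RT / Buffer or medium: PBS plus Tween 20 (0.05%) and BSA (0.1%)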
SR-BI DiI-HDL act – enhances SR-BI lipid uptake from DiI-HDL; CHO ldlA[mSR-BI] cells, DiI-HDL uptake fluorescence, 3 h; 100 = double the neutral-control signal; activation, % at 12.5 µM; hit rate 0.096% among 320,000; AID 504775;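 active = mean replicate activation of at least 60% and every replicate at or above 60%; inconclusive = mean or all-replicate condition met, but not both; inactive = mean below 60% and not all replicates reaching 60%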;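 also: 0% = median plate neutral-control signal and 100% = twice that signal; values of inactives mirror those of a sister screen read the other way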
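Test system: SR-BI-overexpressing, LDLR-lacking CHO cells; Medium: Ham's F12 with 0.5% BSA, HEPES 25 mM, pH 7.4; Schedule: 3 h, 37 °C; Technique: bottom-read fluorescence, 550/595 nm.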
NSD2 HMT inh – NSD2 (human) methyltransferase inhibition | AID 743445 | O96028 | inhibition, % at 12.5 µM | hit rate 0.54% among 310,000 | NSD2 peptide methylation, AlphaScreen, 120 min; in the data active = inhibition above about 50%
PKA-R1A act – PKA-R1A complex activation; P00514+P68181; PKA-R1A dissociation, Cy5-IP20 fluorescence polarization; scaled: DMSO 0%, 113 µM cGMP 100%; activation, % at 11.4 µM; hit rate 0.083% among 340,000;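 active = percent activation above the mean of all tested compounds plus 3 SD, cut at about 19% in these data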;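 also: higher means more PKAc released from R1A so a rise in polarization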
CDK5 inh – inhibitors of human CDK5/p35 kinase; Q00535+Q15078; Recombinant CDK5/p35, ADP-Glo luminescence, 60 min; inhibition, % at 10 µM; hit rate 0.01% among 330,000; AID 488839;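 active = highest replicate inhibition of at least 50% and at least 75% of replicates reaching 50%; inconclusive = only one of the two criteria met; inactive = both criteria failed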;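 also: plate controls were DMSO neutral control for no effect and GW8510 at 10 µM for full effect; many of its hits are not listed in these tables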
Target sequence (Q00535 whole entry, looked up): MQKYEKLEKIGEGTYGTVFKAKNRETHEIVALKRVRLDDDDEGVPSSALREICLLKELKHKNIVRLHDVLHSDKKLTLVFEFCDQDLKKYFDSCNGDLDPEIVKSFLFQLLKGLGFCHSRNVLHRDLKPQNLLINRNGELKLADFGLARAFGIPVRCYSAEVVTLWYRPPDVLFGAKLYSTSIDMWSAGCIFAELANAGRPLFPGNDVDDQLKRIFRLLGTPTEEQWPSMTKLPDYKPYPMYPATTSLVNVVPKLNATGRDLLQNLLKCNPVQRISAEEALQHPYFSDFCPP
Target sequence (Q15078 whole entry, looked up): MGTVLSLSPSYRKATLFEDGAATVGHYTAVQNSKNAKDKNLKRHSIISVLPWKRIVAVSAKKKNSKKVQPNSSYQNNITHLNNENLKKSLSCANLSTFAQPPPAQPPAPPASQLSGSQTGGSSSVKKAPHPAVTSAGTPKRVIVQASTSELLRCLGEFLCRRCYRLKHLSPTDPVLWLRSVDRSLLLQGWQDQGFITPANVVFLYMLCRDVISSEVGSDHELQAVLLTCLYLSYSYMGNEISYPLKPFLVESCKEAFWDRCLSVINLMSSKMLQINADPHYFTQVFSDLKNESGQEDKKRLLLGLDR
dFosB activator – enhances mouse delta FosB homodimer DNA binding | hit rate 0.99% among 340,000 | activation, % at 25 µM | purified delta FosB, TAMRA-CDK5 oligo fluorescence polarization; percent of positive-control signal above neutral wells | P13346 | AID 493131;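 active = mean activation above about 17%, with every replicate also reaching it, limit read from the data, passing the limit was not always enough; inconclusive = only one of the two conditions met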;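 also: fluorescence polarization rise as delta FosB binds a TAMRA Cdk5 AP-1 oligo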
PKA-R2B activ – activates the human PKA-R2B holoenzyme complex; hit rate 0.079% among 340,000; PKA-R2B holoenzyme dissociation, Cy5-IP20 fluorescence polarization; R2B truncated from residue 108, S112A mutant; 0% DMSO only, 100% 113 µM cGMP; P22694+P31323; activation, % at 11.4 µM;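 active = activation above a cutoff set at the mean over all compounds plus 3 SD, cut at about 18% in these data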;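 also: higher means more holoenzyme dissociation and a rise in polarization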
Target sequence (P31323 whole entry, looked up, other chains not shown, the tested form may be a part): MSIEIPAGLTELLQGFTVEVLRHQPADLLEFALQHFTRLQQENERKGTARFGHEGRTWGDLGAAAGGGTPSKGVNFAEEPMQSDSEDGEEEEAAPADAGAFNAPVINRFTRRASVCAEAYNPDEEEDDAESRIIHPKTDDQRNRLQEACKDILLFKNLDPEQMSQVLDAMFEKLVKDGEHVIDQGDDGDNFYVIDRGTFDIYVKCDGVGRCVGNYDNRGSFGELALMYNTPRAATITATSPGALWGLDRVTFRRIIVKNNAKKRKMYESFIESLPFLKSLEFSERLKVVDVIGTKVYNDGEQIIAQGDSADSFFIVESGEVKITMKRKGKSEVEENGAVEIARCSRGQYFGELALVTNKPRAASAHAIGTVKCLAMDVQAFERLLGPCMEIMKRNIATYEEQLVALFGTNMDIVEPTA
DSG3 Ab inh – human desmoglein-3 autoantibody binding inhibition. DSG3-coupled beads, scFv-anti-DSG3-GFP binding, flow cytometry; stronger effect = lower value. binding (percent of control), % at 10 µM. hit rate 0.48% among 310,000. AID 588358;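 active = binding more than 3 SD below its plate's average and above zero; inconclusive = below that plate limit but binding exactly zero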;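 also: hits lower antibody fragment binding to DSG3; some compounds called inactive have numbers as strong as hits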
MITF act – MITF TRPM1 promoter activation in melanoma cells; SK-MEL-5 TRPM1-promoter luciferase, 24 h; % of positive control, neutral wells = 0; hit rate 0.75% among 300,000; AID 588334; activation, % at 12.5 µM;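 active = mean activation of at least 80% with every replicate also reaching 80%; inconclusive = mean reaches 80% but some replicate falls short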;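 also: 0% = neutral control wells and 100% = parthenolide positive control wells; values of inactives mirror those of a sister screen read the other way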
Mot1-301 SUMO – SUMOylation pathway inhibition by Mot1-301 growth rescue; S. cerevisiae Mot1-301 growth rescue, ATP luminescence, 38.5C; percent above DMSO median, 100 means doubled; growth rescue, % at 18.8 µM; hit rate 1% among 320,000;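 active = every valid replicate shows activation above 250% relative to neutral control wells; inactive = the rest, any valid replicate at or below 250%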;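 also: OY570 slx delta 5 strain wells were the positive control but not used for scaling; some compounds called inactive have numbers as strong as hits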
Active calls of the source: *; ? = inconclusive; . = no result given.

1: Cc1ccccc1C(=O)NNC(=O)CCC(=O)Nc1cccc(Cl)c1C
2: COC(=O)c1ccc(NC(=O)CN(c2ccc(C)cc2)S(=O)(=O)c2c(C)nn(C)c2C)cc1
3: Cc1ccc(-n2nnc3ccccc3c2=O)cc1C
4: Nc1ccc2nc3c(=O)[nH]c(=S)[nH]c3nc2c1
5: O=C(COC(=O)c1ccc([N+](=O)[O-])cc1)NCCC1=CCCCC1
6: C[C@]12c3[nH]c4ccc(Cl)cc4c3CCN1C(=O)[C@@H](CC(=O)NCCc1ccccn1)C[C@@H]2C(=O)N1CCOCC1

assay / compound	1	2	3	4	5	6
SR-BI HDL uptake	-2	9	13	.	0	7
Arrestin-AP2 inh	17	3	-5	38	-1	-1
SR-BI DiI-HDL act	2	-9	-13	.	0	-7
NSD2 HMT inh	0	-1	1	.	1	.
PKA-R1A act	-5	6	-12	5	4	1
CDK5 inh	-1.0	1.4	-0.1	1.1	-5.0	0.0
dFosB activator	5	4	1	-28	-3	-7
PKA-R2B activ	-9	-9	-2	12	3	1
DSG3 Ab inh	103	99	.	19*	.	98
MITF act	14	-3	86*	10	6	2
Mot1-301 SUMO	4	10	14	-6	-6	.

7: COc1cccc(NC(=O)C(OC(=O)c2ccccc2NS(=O)(=O)c2cccs2)c2ccccc2)c1 (centres undefined)
8: CSc1ccc(C2C(C#N)=C(N)Oc3cc4c(cc32)OCO4)cc1 (centres undefined)
9: CC1CN(c2ccc(NC(=S)Nc3ccc(N4CC(C)OC(C)C4)cc3)cc2)CC(C)O1 (centres undefined)
10: CCOc1cccc(CNCCCSc2ncccn2)c1
11: COc1cc(OC)c(S(=O)(=O)Nc2ccc(C(=O)N3CCCC3)cc2)cc1NC(C)=O
12: CC(=O)Nc1cc(C(=O)OCC(=O)c2ccccc2)ccc1C

assay / compound	7	8	9	10	11	12
SR-BI HDL uptake	24	20	-26	8	-6	8
Arrestin-AP2 inh	5	7	4	7	-1	3
SR-BI DiI-HDL act	-25	-20	26	-8	6	-8
NSD2 HMT inh	-1	.	7	7	-4	-2
PKA-R1A act	1	-4	-4	-1	8	0
CDK5 inh	0.5	-0.1	0.4	-0.8	-0.4	2.8
dFosB activator	-3	3	-5	-4	-2	-2
PKA-R2B activ	2	-6	-1	-3	-3	7
DSG3 Ab inh	105	104	106	105	104	106
MITF act	-8	-13	-15	-1	-9	3
Mot1-301 SUMO	19	4	-17	66	22	-6

13: O=C(NCc1cccs1)C(=O)NCC(c1ccco1)N1CCN(c2ccc(F)cc2)CC1 (centres undefined)
14: Cc1c(Nc2nc(-c3ccccc3)cs2)c(=O)n(-c2ccccc2)n1C
15: O=C(NN1CCN(Cc2ccccc2)CC1)c1ccc(N2CCOCC2)c([N+](=O)[O-])c1
16: COc1ccccc1-c1c(-c2ccc(OCC(=O)NN)cc2O)n[nH]c1C(F)(F)F
17: Cc1cccc(NC(=O)C2CCN(C(=O)c3ccco3)CC2)c1C
18: COc1ccc(C(=O)OCCCOC(=O)c2ccc(OC)cc2OC)c(OC)c1

assay / compound	13	14	15	16	17	18
SR-BI HDL uptake	27	-20	2	16	.	10
Arrestin-AP2 inh	1	24	-5	-2	3	-2
SR-BI DiI-HDL act	-27	20	-2	-16	.	-10
NSD2 HMT inh	-4	1	-3	1	-3	0
PKA-R1A act	-9	6	-5	8	-10	-11
CDK5 inh	1.8	0.2	-0.7	-2.0	0.1	0.2
dFosB activator	-8	-6	-1	-20	-10	-10
PKA-R2B activ	-4	-6	-4	1	-6	-4
DSG3 Ab inh	85	.	104	105	102	107
MITF act	5	6	1	-23	-10	0
Mot1-301 SUMO	-40	1	11	22	5	-11

19: COCCCNC(=S)Nc1ccc(CC(=O)O)cc1
20: O=C1N(Cc2cccc(Cl)c2)C[C@@H]2C[C@@H](c3ccc4nonc4c3)N3CCC[C@@]123
21: CCOC(=O)C1CCN(CCC(=O)Nc2ccccc2Cl)CC1
22: Nc1ccc(OC(=O)Nc2ccc(O)cc2)cc1
23: CSc1nc(N)nc2c1ncn2CC(=O)NCc1ccc2[nH]ccc2c1
24: NC(=O)c1cc2ccccc2o/c1=N/NC(=O)c1cccc(F)c1

assay / compound	19	20	21	22	23	24
SR-BI HDL uptake	-11	31	-22	-14	-4	9
Arrestin-AP2 inh	17	-8	31	18	-14	4
SR-BI DiI-HDL act	11	-31	22	14	4	-9
NSD2 HMT inh	-1	0	1	25	.	-2
PKA-R1A act	8	-6	-7	-9	-9	5
CDK5 inh	-0.6	-0.8	0.9	2.2	-5.7	0.7
dFosB activator	-2	-5	-2	-5	1	-24
PKA-R2B activ	3	4	7	-11	3	0
DSG3 Ab inh	.	101	.	98	104	100
MITF act	-4	0	.	-43	-11	1
Mot1-301 SUMO	0	-23	64	4	-4	3

25: CCOC(=O)c1[nH]c2ccccc2c1NC(=O)c1ccc(S(=O)(=O)N2CCOCC2)cc1
26: CCO[C@@H]1OC(C(=O)NCc2ccccc2)=C[C@H](c2coc3ccccc3c2=O)[C@H]1CCCO
27: O=C(CSc1nc2ccccc2c(=O)n1Cc1ccc(F)cc1)NCC1CCCO1 (centres undefined)
28: Cc1c(C)c2ccc(OCC(=O)Nc3ccccn3)cc2oc1=O
29: O=C(NCc1ccccc1)c1cccc(Br)n1
30: CCc1cccc(C)c1NC(=S)N(CCN(C)C)C(C)c1ccco1 (centres undefined)

assay / compound	25	26	27	28	29	30
SR-BI HDL uptake	13	-18	-3	-8	1	0
Arrestin-AP2 inh	10	2	4	33	13	-17
SR-BI DiI-HDL act	-13	18	3	8	-1	0
NSD2 HMT inh	.	.	1	-3	.	.
PKA-R1A act	-1	-8	0	-2	7	0
CDK5 inh	0.0	-0.2	-2.4	2.3	-0.4	-0.7
dFosB activator	?	-13	-7	?	2	2
PKA-R2B activ	11	4	-10	6	-8	-7
DSG3 Ab inh	101	105	103	126	101	100
MITF act	.	17	-12	-3	7	5
Mot1-301 SUMO	-11	7	-3	10	108	1

Values in list order from the list.
Entries 18–26 in MITF act, in turn: 0, -4, 0, ., -43, -11, 1, ., 17
Entries 18–26 in DSG3 Ab inh, in turn: 107, ., 101, ., 98, 104, 100, 101, 105

Continuation:
31: O=C(O)c1cccnc1Cl
32: Cc1ccc(S(=O)(=O)Cc2ccccc2Cl)cc1
33: Clc1cc(Br)ccc1OCCOCCN1CCCC1
34: COCCCNC(=O)Cc1c(C)c2c(cc(C)c3c(C)c(C)oc32)oc1=O
35: NC(=O)c1ccsc1NC(=O)COC(=O)c1cccnc1Cl
36: N#Cc1ccc(C(=O)OCCc2cc3ccccc3c(=O)o2)cc1

assay / compound	31	32	33	34	35	36
SR-BI HDL uptake	-5	-31	-8	0	-17	-8
Arrestin-AP2 inh	0	0	35	12	14	-4
SR-BI DiI-HDL act	5	31	8	0	17	8
NSD2 HMT inh	-5	-4	2	-3	0	.
PKA-R1A act	10	1	2	0	-11	-4
CDK5 inh	0.3	1.1	1.7	0.1	-1.5	3.2
dFosB activator	2	-1	0	-6	-1	-1
PKA-R2B activ	11	-4	-5	-2	-11	-4
DSG3 Ab inh	80	88	115	98	113	106
MITF act	1	22	.	1	-6	10
Mot1-301 SUMO	221	-5	71	.	1	23

37: Cc1ccc(C(=O)N2CC=C(c3ccccc3)CC2)s1
38: Cc1ccc(C(=O)CC(=O)c2ccccc2C)c(O)c1
39: COc1ccc(/C=C/C(=O)NCCN2CCOCC2)cc1OC
40: Cc1cc(N2CC(=O)N(CCc3ccccc3)C(=O)C2)n2ncnc2n1
41: CC(C)(C)NC(=O)c1ccc(Sc2ccccc2)c([N+](=O)[O-])c1
42: C/C(=N\NC(=O)CSc1nc2nc(C)cc(C)n2n1)c1ccccc1

assay / compound	37	38	39	40	41	42
SR-BI HDL uptake	10	4	-7	-8	12	5
Arrestin-AP2 inh	13	-6	-19	24	-4	-8
SR-BI DiI-HDL act	-10	-4	7	8	-12	-5
NSD2 HMT inh	-1	-1	1	-3	7	-3
PKA-R1A act	3	-6	-2	7	-1	-5
CDK5 inh	-0.4	0.4	-1.7	6.7	0.0	0.3
dFosB activator	-12	-3	-1	-1	1	1
PKA-R2B activ	-2	0	-18	-2	2	-9
DSG3 Ab inh	102	112	97	88	99	100
MITF act	22	-9	9	.	-7	2
Mot1-301 SUMO	3	-5	350	-6	0	-1

Just dFosB activator (2 entries from above):
nr	mol	dFosB activator
40	Cc1cc(N2CC(=O)N(CCc3ccccc3)C(=O)C2)n2ncnc2n1	-1
41	CC(C)(C)NC(=O)c1ccc(Sc2ccccc2)c([N+](=O)[O-])c1	1

More results
43: Cc1cccc(OCCCC(=O)Nc2ccc(N3CCOCC3)cc2)c1
44: NC(=O)NC(=O)CSc1nnc(-c2ccco2)n1Cc1ccccc1
45: COc1ccc(C(=O)Nc2ccccc2C(=O)NCC2CCCO2)cc1 (centres undefined)
46: Cc1cc(NC(=O)CSc2nnnn2-c2ccccc2F)no1
47: CC(C)[C@H](NC(=O)Cc1ccccc1)C(=O)OCc1cc(=O)n2c(n1)sc1ccccc12
48: CCOC(=O)C1=C(CC)Nc2ccccc2N=C1NC(=O)c1cc(S(=O)(=O)N(C)C)ccc1Cl
49: CC(Sc1ccc(Cl)cc1)C(=O)NCC1CCCO1 (centres undefined)
50: CCN1CCCc2cc(CN(CCN3CCOCC3)C(=S)Nc3ccccc3C)ccc21

assay / compound	43	44	45	46	47	48	49	50
SR-BI HDL uptake	17	10	0	-13	5	1	-8	24
Arrestin-AP2 inh	23	-2	25	-5	-4	7	7	6
SR-BI DiI-HDL act	-17	-10	0	13	-5	-1	8	-24
NSD2 HMT inh	-2	-2	-4	0	4	4	-1	9
PKA-R1A act	-8	-4	8	10	6	-7	-7	-6
CDK5 inh	1.3	-2.1	0.1	0.4	0.7	2.4	0.7	1.2
dFosB activator	-1	-5	-7	-2	-11	-5	-4	-8
PKA-R2B activ	-1	0	-7	12	-10	0	-6	-1
DSG3 Ab inh	103	102	110	.	88	100	93	101
MITF act	6	4	14	-21	-8	-3	1	12
Mot1-301 SUMO	6	.	325	-11	-26	-4	-13	-33
